Compound activity (PubChem)
HIF activator = HIF pathway transcriptional activators, primary screen, cell-based, U2OS HRE-luciferase, luminescence; activation, % at 7.5 µM (by protocol); U2OS HRE-luciferase reporter; normalized: DMSO 0%, desferrioxamine 100%; AID 1910, 2009; hit rate 0.32% among 300,000;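 active = mean activation of at least 10% of the iron chelator positive control signal, with at least half of replicates also reaching 10%; inconclusive = mean and replicate majority disagree about reaching 10%; inactive = mean and most replicates under 10%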
TRPC6 inh = mouse TRPC6 channel inhibitors, primary screen, cell-based, HEK293, membrane potential dye. hit rate 1.1% among 310,000. Short transient receptor potential channel 6 (Mus musculus), Q61143. B-score at 10 µM. ACh-evoked depolarization; stronger effect = lower value. AID 2553, 2010;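 active = B-score under library mean minus 3 SD, initial fluorescence not abnormally high, positive integrated signal ratio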;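 note: B-score derived from integrated fluorescence ratio over the kinetic read; more negative B-score means stronger inhibition of depolarization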
TRPC4 block = inhibitors of mouse TRPC4 channel, primary screen, Fluo4 calcium, HEK293 TRPC4beta/mu-opioid cells. hit rate 0.39% among 300,000. B-score at 10 µM. DAMGO-evoked Fluo4 calcium flux; stronger effect = lower value;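 active = B-score over 3 SD under the library average, no early fluorescence shift, positive overall ratio signal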
Target sequence (Q9QUQ5 whole entry, looked up): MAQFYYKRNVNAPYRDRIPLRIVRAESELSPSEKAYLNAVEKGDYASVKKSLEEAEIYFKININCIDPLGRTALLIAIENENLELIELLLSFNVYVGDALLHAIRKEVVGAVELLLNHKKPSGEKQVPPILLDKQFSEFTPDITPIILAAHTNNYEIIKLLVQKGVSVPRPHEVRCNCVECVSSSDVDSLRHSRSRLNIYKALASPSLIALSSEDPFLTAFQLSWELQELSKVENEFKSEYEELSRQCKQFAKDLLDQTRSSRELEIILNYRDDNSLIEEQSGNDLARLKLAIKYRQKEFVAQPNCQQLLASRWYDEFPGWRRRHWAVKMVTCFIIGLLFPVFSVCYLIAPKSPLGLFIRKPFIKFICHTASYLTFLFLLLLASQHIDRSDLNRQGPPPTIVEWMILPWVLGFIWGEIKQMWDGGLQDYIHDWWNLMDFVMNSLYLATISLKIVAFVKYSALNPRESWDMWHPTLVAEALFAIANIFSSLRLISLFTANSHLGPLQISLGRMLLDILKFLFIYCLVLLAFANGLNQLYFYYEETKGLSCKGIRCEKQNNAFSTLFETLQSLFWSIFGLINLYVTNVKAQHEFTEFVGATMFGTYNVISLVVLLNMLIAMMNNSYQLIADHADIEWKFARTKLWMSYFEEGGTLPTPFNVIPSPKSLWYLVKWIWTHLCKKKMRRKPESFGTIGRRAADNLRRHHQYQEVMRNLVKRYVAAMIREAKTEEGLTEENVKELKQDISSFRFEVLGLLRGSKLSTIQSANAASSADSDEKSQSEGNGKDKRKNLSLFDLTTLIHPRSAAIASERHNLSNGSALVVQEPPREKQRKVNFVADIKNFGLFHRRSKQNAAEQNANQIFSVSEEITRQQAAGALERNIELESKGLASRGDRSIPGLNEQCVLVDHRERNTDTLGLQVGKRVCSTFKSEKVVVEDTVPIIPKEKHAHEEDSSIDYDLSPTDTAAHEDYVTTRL
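System: stable TRPC4beta/mu-opioid receptor HEK293 cells; Dosing: single-point compound dosing; Measured by: Fluo4 Ca2+ flux fluorescence; Read-out basis: per-well B score of integrated baseline-normalized Fluo4 ratio.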
IEC-6 tox = cytotoxicity in IEC-6 intestinal epithelial cells, primary screen, cytotoxicity control for KLF5 inhibitor project, cell-based, luminescence. IEC-6 cytotoxicity, luminescence viability. inhibition, % at 5 µM. hit rate 0.78% among 290,000; in the data active = inhibition above about 22%;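 note: 0% = plate median of test compound wells and 100% = cytotoxic reference compound wells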
aSyn UTR inh = MLPCN primary screen, SNCA 5' untranslated region; alpha-synuclein 5'UTR reporter, inhibitor activity; inhibition, % (tested at 7.5 µM); hit rate 0.82% among 300,000; in the data active = inhibition above about 60%; inconclusive = no clear call, values can overlap the other calls;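 note: H4 neuroglioblastoma cells stably carrying SNCA 5'UTR luciferase fusion; 0% = DMSO wells and 100% = positive control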
TRPC4 PAM = positive allosteric modulators of TRPC4, primary screen, cell-based, mouse TRPC4beta, HEK293 mu-opioid, Fluo-4 calcium; B-score at 10 µM; hit rate 0.42% among 310,000; Short transient receptor potential channel 4 (Mus musculus), Q9QUQ5; DAMGO EC20, Fluo-4 Ca2+ flux; stronger effect = higher value;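 active = B-score of calcium response area above 5 SD of library B-scores, with initial fluorescence ratio within 5 SD of library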;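 note: B-score of integrated fluorescence ratio over time as area under calcium response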
SKKanGAS inh = S. pyogenes SKKanGAS growth inhibitors in kanamycin, primary screen, streptokinase expression inhibitor project, SKKanGAS strain, BacTiter-Glo luminescence; 6 h; inhibition, % at 7.5 µM; hit rate 1.3% among 300,000; AID 1662, 2009;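 active = mean replicate score, as percent of positive control median, at least 50; inconclusive = mean below 50 but one replicate at or above 50; inactive = mean and every replicate below 50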;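 note: strain carries kanamycin resistance gene driven by streptokinase promoter and grows in 40 µg/ml kanamycin; loss of luminescence reflects streptokinase promoter inhibition or plain growth inhibition; 0% = median of DMSO wells and 100% = positive control at its reference dose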
KLF5 inh = KLF5 expression inhibitors, primary screen, DLD-1 cells, luminescence; DLD-1 KLF5 promoter-luciferase reporter; inhibition, % at 5 µM; hit rate 0.23% among 290,000;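 active = inhibition above a per-plate limit of that plate's mean compound inhibition plus 3 SD, cut at about 60% in these data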;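 note: 0% = DMSO wells and 100% = LY294002 at 200 µM; higher means less KLF5 promoter-driven luciferase light; inactives centre near -14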
TRPC4 agonist = activators of mouse TRPC4 channel, primary screen, Fluo4 calcium, HEK293 TRPC4beta/mu-opioid cells. B-score at 10 µM. hit rate 0.49% among 310,000. Short transient receptor potential channel 4 (Mus musculus), Q9QUQ5. AID 2237, 2010. Fluo4 calcium fluorescence; stronger effect = higher value;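 active = B-score above 5 SD of library B-scores, and initial fluorescence ratio not above library mean plus 5 SD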;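 note: positive B-score marks a calcium rise read as TRPC4 activation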
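Incubation: 45 min room-temperature Fluo4 loading, 110 s read / System: HEK293 cells stably co-expressing mouse TRPC4beta and mu-opioid receptor / Signal: Fluo4 fluorescence, kinetic / Control set: buffer (low) and maximal DAMGO (high) / Measure: integrated baseline-normalised fluorescence ratio, converted to per-well B score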
TRPC6 activator = mouse TRPC6 channel activators, primary screen, cell-based, HEK293, membrane potential dye; B-score at 10 µM; HEK293-TRPC6 membrane potential dye fluorescence; stronger effect = higher value; hit rate 0.13% among 310,000;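 active = B-score of the integrated fluorescence ratio above library mean plus 3 SD, and starting fluorescence ratio within library mean plus 5 SD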;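 note: higher score means more depolarization so channel activation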
MrgX1 antagonist = antagonists of human MrgX1 receptor, primary screen, HEK293 cells, Fluo-4 calcium flux; Mas-related G-protein coupled receptor member X1 (Homo sapiens), Q96LB2; BAM8-22 antagonism; stronger effect = lower value; B-score at 10 µM; hit rate 1.3% among 310,000; AID 588676, 2011;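 active = calcium-response B-score plate-corrected more than 3 library SD below zero, starting fluorescence within 5 deviations, no agonist response on first addition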;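 note: peak minus trough fluorescence over baseline after final BAM8-22 challenge near maximal dose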
Active calls of the source: *; i = inactive; ? = inconclusive; · = no result given.

molecule	HIF activator	TRPC6 inh	TRPC4 block	IEC-6 tox	aSyn UTR inh	TRPC4 PAM	SKKanGAS inh	KLF5 inh	TRPC4 agonist	TRPC6 activator	MrgX1 antagonist
Cc1c(C(=O)O)oc2ccc(S(=O)(=O)NCc3ccc4c(c3)OCO4)cc12	-0.3	i	i	-5	-1	i	-9	-4	i	i	i
CCCSc1nnc(CSc2ncccn2)n1C	0.1	i	i	-8	-6	i	-14	0	i	i	i
Cc1ccc(-c2cc(N)n(-c3ccc(F)cc3)n2)cc1	?	i	i	-3	-147	i	-14	-148	i	i	i
CC1CCN(C(=O)NC(=O)c2ccccc2)CC1	-0.2	i	i	1	-12	i	-4	-5	i	i	i
Cc1ccc(C(c2nnnn2CC2CCCO2)N2CCN(C(=O)c3ccco3)CC2)cc1 (stereo not drawn)	-0.2	i	i	4	4	i	-5	6	i	i	i
Cc1cc(C(F)(F)F)nn1CC(=O)NCc1cccs1	0.3	i	i	3	-3	i	3	-16	i	i	i
CN(C(=S)Nc1cccnc1)c1ccc(O)cc1	-0.8	i	i	-12	3	i	6	2	i	i	i
CC(C)CNC(=O)COC(=O)c1ccc(Cl)c(S(=O)(=O)N2CCc3ccccc32)c1	0.4	i	i	7	-2	i	-6	-25	i	i	i
COC(=O)c1sccc1-c1ccc(C(=O)Nc2cccc(Cl)c2)o1	2.1	i	i	-2	-125	i	-5	-26	i	i	i
C=C(Br)Cn1c(CC(C)C)nc2ccccc21	-1.5	i	i	3	18	i	6	14	i	i	i
N#CCSc1ncnc2ccccc12	0.1	i	i	8	-12	i	5	2	i	i	i
O=C(Nc1ccc2c(c1)OCO2)c1ccc(N2C(=O)c3ccccc3C2=O)cc1	-0.3	i	i	-5	-22	i	-4	-34	i	i	i
O=C(O)C1Nc2c(Cl)cc(Cl)cc2C2C=CCC12 (stereo not drawn)	-1.5	i	i	-12	-7	i	11	-29	i	i	i
O=C(CSc1nnc(-c2cccnc2)n1-c1ccccc1)Nc1ccccc1	0.4	i	i	-3	6	i	-1	-19	i	i	i
CC(=O)N1CCN(CC(=O)NC(=O)Nc2ccc3c(c2)OCCO3)CC1	1.0	i	i	·	2	i	24	·	i	i	i
O=C(Nc1ccc(Cc2ccncc2)cc1)c1ccco1	1.8	i	i	-3	-75	i	1	-29	i	i	i
CCCCn1c(=O)[nH]c(=O)c2c1nc(-c1cc(Br)ccc1OC)n2C	-1.4	i	i	-7	20	i	-2	-13	i	i	i
COc1ccc(C2=NO[C@@H]3[C@@H]4C[C@@H]([C@H]5C(=O)N(C)C(=O)[C@@H]45)[C@H]23)cc1	-2.3	i	i	5	18	i	-1	37	i	i	i
CN(C)S(=O)(=O)c1ccc(NC(=O)COC(=O)C2CC3CCCC(C2)C3=O)cc1 (stereo not drawn)	0.1	i	i	3	-18	i	-2	-9	i	i	i
CC(C)OC(=O)c1ccc(NC(=O)C2C3CC4OC(=O)C2C4C3)cc1 (stereo not drawn)	·	i	i	-6	·	i	·	-130	i	i	i
CCC(C)[C@H](NC(=O)Nc1cccc(Cl)c1)C(=O)O (stereo partly drawn)	0.1	i	i	0	11	i	-2	-48	i	i	i
COc1ccc([N+](=O)[O-])cc1NC(=O)C(C)OC(=O)c1ccccn1 (stereo not drawn)	-0.2	i	i	-3	-4	i	0	-10	i	i	i
CN(C)S(=O)(=O)N1CCN(CC(=O)Nc2ccc(Br)cc2)CC1	-0.5	i	i	1	-1	i	2	-35	i	i	i
COc1ccc(S(=O)(=O)Nc2cccc(Cl)c2)cc1OC	0.1	i	i	3	13	i	-6	-68	i	i	i
Cc1nn(CC(=O)NCc2cc3ccccc3[nH]2)c(C)c1[N+](=O)[O-]	0.0	i	i	2	-29	i	2	-21	i	i	i
COc1cc2c(cc1OC)C(COc1ccc([N+](=O)[O-])cc1)N(C(C)=O)CC2 (stereo not drawn)	-1.0	i	i	8	27	i	-1	-54	i	i	i
COc1ccccc1C(=O)Nc1ccc(S(=O)(=O)Nc2nccs2)cc1	-0.5	i	i	1	-9	i	-3	-1	i	i	i
O=C(Nc1ccc(N2CCOCC2)cc1)C1CC(=O)N(c2ccc(F)cc2)C1 (stereo not drawn)	0.4	i	i	1	4	i	1	-9	i	i	i
CC12CCC(=O)N1C(C(=O)N1CCN(S(=O)(=O)c3ccc(F)c(F)c3)CC1)CS2 (stereo not drawn)	0.3	i	i	·	-7	i	-10	·	i	i	i
CCN(CC)CCCN(C)C(=O)Cn1nc(Cc2ccncc2)c2ccccc2c1=O	0.7	i	i	-1	-6	i	-5	-18	i	i	i
CC(C)n1nnnc1SCC(=O)Nc1ccc2c(c1)OCCO2	1.9	i	i	-2	-109	i	-8	-73	i	i	i
CC(=O)Nc1ccc(S(=O)(=O)NCc2ccc3c(c2)cc(C)n3C)cc1	-0.2	i	i	-11	2	i	-3	-15	i	i	i
Cc1nc(C)c2c(=O)cc(-c3ccccc3)[nH]c2n1	1.6	i	i	9	-54	i	1	-20	i	i	i
O=C(CSc1nc(=O)n(CCCN2CCOCC2)c2c1CCC2)Nc1ccc([N+](=O)[O-])cc1	-6.4	i	i	·	-8	i	-4	·	i	i	i
CCOc1cc(CNn2cnnc2SCC(=O)NC(C)(C)C)ccc1OCC(=O)NC(C)(C)C	1.0	i	i	-2	-27	i	-2	-44	i	i	i
COc1cccc(NC(=O)CSc2nncn2-c2ccccn2)c1	-0.2	i	i	-2	13	i	-6	-11	i	i	i
Cc1cccc(C(=O)O/N=C(\N)Cc2cccc3ccccc23)c1	-1.0	i	i	2	7	i	9	-33	i	i	i
COc1ccc(OC)c(NC(=O)c2cccc(S(=O)(=O)N(Cc3ccccc3)c3ccccc3OC)c2)c1	-0.7	i	i	3	22	i	8	3	i	i	i
Cc1cc(Cl)ccc1OCC(=O)NN1C(=O)C2C3C=CC(C3)C2C1=O (stereo not drawn)	-0.2	i	i	2	-27	i	-5	-21	i	i	-6.1*
Cc1nn(C)cc1S(=O)(=O)NCc1ccccc1Cl	0.0	i	i	7	-3	i	-13	-18	i	i	i
O=C(CSc1ccccc1)NCc1cccnc1	0.5	i	i	-5	3	i	-2	-10	i	i	i
O=C(NCc1ccncc1)C(=O)NCC1OCCN1S(=O)(=O)c1ccc(Cl)cc1 (stereo not drawn)	0.0	i	i	1	0	i	3	-8	i	i	i
CCN(CC)CCCNC(=S)N(Cc1ccco1)Cc1cc2cc3c(cc2[nH]c1=O)OCCO3	-0.1	i	i	1	18	i	-3	6	i	i	i
Cc1occc1-c1nnc(SCC(=O)Nc2nc(C(C)(C)C)cs2)o1	2.2	i	i	-7	-111	i	7	-123	i	i	i
C=CCNC(=S)Nc1cc(C)ccn1	-0.2	i	i	4	-7	i	-13	-43	i	i	i
Cc1ccc(C2=NOC(C)(c3nnc(-c4ccccc4)o3)C2)cc1 (stereo not drawn)	0.9	i	i	·	-8	i	-3	·	i	i	i
CCN(CC)CCC(c1ccc(N(C)C)cc1)c1c(OC)cc(OC)c2ccc(=O)oc12 (stereo not drawn)	-0.8	i	i	·	4	i	-2	·	i	i	i
Cc1cccc(C)c1-n1c(SCC(=O)NCc2ccco2)nc2ccccc2c1=O	-0.4	i	i	-12	0	i	-3	-11	i	i	i
COC(=O)c1nc2n(n1)C(c1ccc([N+](=O)[O-])cc1)C(C(=O)Nc1ccc(Cl)cc1)=C(C)N2 (stereo not drawn)	-0.3	i	i	5	9	i	2	0	i	i	i
CC(C)OP(=O)(OC(C)C)C(NC(=O)c1ccccc1Br)C(N)=O (stereo not drawn)	-0.7	i	i	1	0	i	5	-5	i	i	i
O=C(NCCN1CCCC(O)C1)c1cc(COc2c(F)cccc2F)on1 (stereo not drawn)	4.9	i	i	-8	-6	i	2	-47	i	i	i
COc1cccc(NC(=O)C2CCN(Cc3cnn(-c4ccccc4)c3-n3cccc3)CC2)c1	-0.5	i	i	-4	1	i	-3	-22	i	i	i
COc1ccc2c(c1)-c1ccccc1S(=O)(=O)N2C(C)=O	0.1	i	i	-2	-11	i	-2	-21	i	i	i
CCN1CCN(Cc2ccc(NC(=O)Nc3ccccc3OC)cc2)CC1	·	i	i	7	-141	i	-1	-55	i	i	i
COc1cc(NC(=S)N2CCC(C(N)=O)CC2)cc(OC)c1	-0.4	i	i	-5	-45	i	-2	-23	i	i	i
Cc1[nH]c2ccccc2c1-c1nc2ccccc2[nH]c1=O	0.7	i	i	1	-63	i	-1	-34	i	i	i

Next section.
molecule	HIF activator	TRPC6 inh	TRPC4 block	IEC-6 tox	aSyn UTR inh	TRPC4 PAM	SKKanGAS inh	KLF5 inh	TRPC4 agonist	TRPC6 activator	MrgX1 antagonist
Cn1ncc(Cl)c1C(=O)NC1C2CC3CC(C2)CC1C3 (stereo not drawn)	0.0	i	i	6	-2	i	10	5	i	i	i
CCOc1ccccc1NC(=O)C1CCC(=O)N1S(=O)(=O)c1ccc(C)cc1 (stereo not drawn)	-0.5	i	i	2	-1	i	-1	-49	i	i	i
C=CCNC(=O)C1CC(=O)N(c2ccc(OCC(=O)Nc3ccc(CC)cc3)cc2)C1 (stereo not drawn)	-0.1	i	i	2	-7	i	6	-14	i	i	i
COc1ccc(C(=O)Oc2cc(C)[nH]c(=O)c2[N+](=O)[O-])cc1	-0.2	i	i	5	23	i	-4	2	i	i	i
O/N=C/c1cccc[n+]1CCCCCC[n+]1ccccc1/C=N/O	-4.4	i	i	-3	-1	i	-2	-16	i	i	i
